# Source: PubChem (National Center for Advancing Translational Sciences (NCATS))
# SMN2 splice up = SMN2 splice variant enhancement; HEK293 SMN2-luciferase splicing reporter, luminescence, 30-36 h; Potency, µM (highest dose often 46.1 µM), for inactives: top-dose activity change, positive = activation, hits mostly activators; 210,000 tested, 2.8% active; AID 1458; further: potency means the concentration at half of the fitted maximal effect; % of control where 0% means no effect; nearly all actives have a fitted effect of over 55% in size
#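 HEK293 cells carry an SMN2 minigene-luciferase reporter in which exon 7 inclusion puts luciferase in frame. Cells were seeded at 2000 cells/well, attached for 10-12 hours, then exposed to compounds for 30-36 hours at 37C before ONE-Glo luminescence.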
# IMPase Li inh = membrane-permeable IMPase blocker, potentiated with lithium. 210,000 tested, 0.35% active. Potency, µM (series often up to 59.4 µM), without a hit: at the highest dose activity, negative = IMPase inhibition, hits mostly inhibitors. CHO-M1 cells, IP1 TR-FRET (IP-One), carbachol + lithium;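 further: IP1 builds up when IMPase is blocked and the TR-FRET signal falls; potency means the concentration at half of the fitted maximal effect; plate controls were basal vehicle for no effect and high inhibitor control for full effect; nearly all actives have a fitted effect of over 50% in size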
#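 Test compounds were applied to CHO-M1 cells previously cultured for 16–30 h at 2000 per well. A small lithium amount accompanied them; after 30 min at 37C, IP1 was quantified by TR-FRET.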
# HttQ103 aggreg = inhibitors of mutant huntingtin aggregate formation in PC12 cells; Potency, µM (titrated, usually from 46.1 µM), for the others: at the highest dose activity change, negative = inhibition, hits mostly inhibitors; 220,000 tested, 1.1% active; PC12 HttQ103-GFP aggregates, Acumen cytometry, 40 h; AID 1688; further: potency means the concentration at half of the fitted maximal effect; on the % scale 0 is the no-effect control and ±100 the full control effect; nearly all actives have a fitted effect of over 60% in size
#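 Read-out: GFP aggregate count by laser scanning cytometer (488 nm excitation, 500-530 nm emission, 1–25 µm objects >6 SD above background). Cells: PC12, inducible HTTex1-Q103-GFP, 100 nM tebufenozide; compounds titrated.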
# HTT ATP protect = protects HTT-Q103 PC12 cells, measured by ATP. PC12 HTT-Q103 induced, cytoprotection, ATP luminescence, 40 h. Potency, µM (top dose mostly 56.4 µM), for the others: cytoprotection (ATP increase), most hits filed as activators. 230,000 tested, 0.14% active. AID 1471;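 further: potency means the concentration at half of the fitted maximal effect; % of control where 0% means no effect; nearly all actives have a fitted effect of over 45% in size; toxic huntingtin expression switched on by the ecdysone agonist tebufenozide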
#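 PC12 cells with ecdysone-inducible HTT exon 1 Q103-GFP, induced with 100 nM tebufenozide and co-treated with library compounds in a dose series (1536-well, 1500 cells/well). Cytoprotection read as ATP content by ATPlite luminescence.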
# Luc counter = Kinase-Glo luciferase inhibition (counter-screen); Kinase-Glo luciferase, ATP luminescence, 8 min; Potency, µM (series often up to 38.3 µM), for the others: top-dose activity change, negative = inhibition, usual class: inhibitors; 200,000 tested, 0.28% active; further: potency means the concentration at half of the fitted maximal effect; on the % scale 0 is the no-effect control and ±100 the full control effect; nearly all actives have a fitted effect of over 60% in size
#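 Recombinant Kinase-Glo luciferase, 10 uM ATP (linear range), luciferin; imidazole pH 7.2 / KCl / MgCl2 / Tween / BSA buffer; 8 min RT; luminescence.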
# CBFb RUNX1 block = blocks binding between human CBF-beta and RUNX1 | Q01196+Q13951 | Potency, µM (titrated, usually from 59.8 µM), for the others: top-dose activity, negative = inhibition, hits mostly inhibitors | 230,000 tested, under 10 active | AlphaScreen CBFb-His/RUNX1-biotin binding, biochemical; further: % of control where 0% means no effect
# Target sequence (Q01196 whole entry, looked up): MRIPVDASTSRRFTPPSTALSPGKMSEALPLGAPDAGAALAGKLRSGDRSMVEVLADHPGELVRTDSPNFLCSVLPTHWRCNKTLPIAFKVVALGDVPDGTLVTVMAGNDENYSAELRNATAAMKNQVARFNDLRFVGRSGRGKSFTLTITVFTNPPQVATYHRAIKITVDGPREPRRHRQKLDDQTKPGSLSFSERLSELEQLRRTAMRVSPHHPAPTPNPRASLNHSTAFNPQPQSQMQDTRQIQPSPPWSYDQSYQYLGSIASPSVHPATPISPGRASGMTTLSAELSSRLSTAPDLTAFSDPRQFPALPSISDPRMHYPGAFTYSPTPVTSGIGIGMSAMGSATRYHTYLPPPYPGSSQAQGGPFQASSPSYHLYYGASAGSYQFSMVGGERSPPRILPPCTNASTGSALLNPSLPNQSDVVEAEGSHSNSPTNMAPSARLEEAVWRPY
# Target sequence (Q13951 whole entry, looked up): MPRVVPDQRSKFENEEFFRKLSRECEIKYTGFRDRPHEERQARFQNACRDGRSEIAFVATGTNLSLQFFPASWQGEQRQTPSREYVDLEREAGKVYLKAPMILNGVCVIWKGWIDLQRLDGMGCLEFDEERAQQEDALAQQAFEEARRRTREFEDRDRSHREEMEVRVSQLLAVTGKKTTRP
#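 Interaction loss through any mechanism counts as activity. Pre-formed complex of His-CBF-beta and biotin-RUNX1 (30 nM apiece) is incubated with compound 15 min, then with 50 ng nickel and 50 ng streptavidin beads for 90 min before AlphaScreen detection.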
# Lamin A splicing = changes lamin A minigene splicing in HeLa cells; HeLa LMNA splicing GFP/RFP minigene ratio, 48 h; Potency, µM (top dose mostly 46.1 µM), for the others: top-dose ratio change, negative = inhibition, actives largely listed as inhibitors; 200,000 tested, 0.01% active; active means well fitted inhibition curve with a large enough effect in the signal ratio, with a control signal flat, not every such curve was filed as active; inconclusive means small, poorly fitted or top-dose-only effect, or effect the other way, or a change in a side signal; the % refers to the signal ratio; further: potency means the concentration at half of the fitted maximal effect; on the % scale 0 is the no-effect control and ±100 the full control effect
#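 S3 HeLa stable clones carrying a lamin A-EGFP splicing minigene plus DsRed2 were seeded at 600 cells/well in Opti-MEM with 2% FBS, pin-dosed and incubated 48 h at 37°C. Acumen cytometry (488 nm) gave the GFP/RFP total-intensity ratio.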
# Numbers without * were called inactive; ? = inconclusive; / = no result given; & = joins results of further samples; [ ] = dose if it differs, or a comment. Unless noted, the call rests on the fitted dose curve; in most records, active means well fitted curve in the direction sought with a large enough effect; inconclusive means small, poorly fitted or top-dose-only effect, or another doubt; inactive means no such curve, though single readings can be large; an effect the other way counts as inactive or inconclusive.
SMILES	SMN2 splice up	IMPase Li inh	HttQ103 aggreg	HTT ATP protect	Luc counter	CBFb RUNX1 block	Lamin A splicing
Cc1cc([N+](=O)[O-])c(C)cc1-c1ccc(/C=N/NC(=O)Cn2nnnc2N)o1	-15.9%	-7.0%	8.5%	-44.3%	-0.7%	-9.6%	-4.7%[9.22 µM]
O=C(CNC(=O)c1ccccc1F)N/N=C/c1cc(Br)ccc1OCc1ccccc1	11.7%	17.8%	9.9%	-15.7%[10 µM]	-0.7%	2.5%	?
O=C(Cn1c(=O)oc2cc(S(=O)(=O)N3CCCC3)ccc21)N1CCN(C2CCCCC2)CC1	10.6%	14.0%[38.3 µM]	-7.6%	-17.3%	-3.0%	2.6%	-6.9%
C=CC(C)(O)CCCC(C)CCCC(C)CCCC(C)C (stereo not given)	11.5%	5.8%&-9.6%	/	?	0.0%	8.5%&5.0%[21.7 µM]	/
Cc1ccccc1NC(=O)c1sc2nc[nH]c(=O)c2c1C	-8.1%	-12.9%[38.3 µM]	-10.4%	-5.5%	0.3%	5.0%	-5.5%
CC(C)(C)Nc1nc(SCC(=O)Nc2ccccc2)nc(N2CCOCC2)n1	/	13.3%	-7.9%[9.22 µM]	-11.9%[10 µM]	-0.7%	-1.7%	/
CS(=O)(=O)N(CC(=O)O)Cc1ccccc1	-2.9%[9.22 µM]	-0.3%	/	7.7%[10 µM]	2.8%[7.66 µM]	/	/
O=C(CCCOc1ccccc1)NCCc1ccccc1	/	-1.8%	12.1%[9.22 µM]	11.7%[10 µM]	1.3%	6.1%	18.7%[46 µM]
COCCn1c(C)cc(C2=NNC(=Nc3ccc(Cl)cc3Cl)SC2)c1C	-30.8%[inhibitor]	5.4%[38.3 µM]	-0.2%	?	-6.6%	-7.4%	-0.3%
Cc1nc(N)sc1N=Nc1ccc(Br)cc1	?	18.7%[38.3 µM]	0.2%	-13.1%	-2.4%	?	?
Cc1ccnc(NC2(C(F)(F)F)N=C(c3ccccc3)NC2=O)c1 (stereo not given)	5.9%	-13.1%[38.3 µM]	7.6%	-9.0%	1.4%	3.2%	1.6%
O=C(NCc1ccco1)C1CCN(S(=O)(=O)Cc2ccccc2)CC1	-9.9%	2.5%	5.0%	-5.4%[10 µM]	1.0%	-0.2%	5.8%
Cc1ccc2c(c1)c1ncnc(N3CCOCC3)c1n2C	-19.2%	-6.0%[38.3 µM]	-9.4%	-33.7%	-2.7%	8.2%	-0.6%
CC1=NNC(=O)C1CC(=O)N/N=C/c1ccncc1 (stereo not given)	/	/	0.8%[9.22 µM]	21.6%[10 µM]	/	-6.9%	/
Cc1ccc(CC(=O)O/N=C(\N)c2cccc([N+](=O)[O-])c2)cc1	-14.2%	-4.6%	4.8%	7.2%[10 µM]	-0.2%	-11.4%	-6.7%
COc1ccc(Cn2nnnc2C(C(C)C)N2CCc3ccccc32)cc1 (stereo not given)	-17.5%	6.8%[38.3 µM]	-0.9%	1.6%	-2.2%	-17.4%	?
CN1CC2(Cc3c1ccc1ccccc31)C(=O)OC(C)(C)OC2=O	0.4%	16.5%[38.3 µM]	-2.1%	-6.9%	-6.4%	-4.4%	?
CCOC(=O)c1sc(NC(=O)CSc2nc(C)cc(-c3ccccc3)n2)c(C#N)c1C	-8.4%	-5.3%	10.9%	13.2%[10 µM]	9.6%	2.6%	-7.6%
C=C(C)CNC(=S)Nc1sc2c(c1C(=O)OCC)CC(C)(C)OC2	/	/	4.7%	2.0%[10 µM]	/	8.6%	-9.3%
CS(=O)(=O)N1CCN(C(=O)NC2CCCCC2)CC1	/	3.8%	-12.5%[9.22 µM]	17.2%[10 µM]	-3.3%	-3.7%	?
CC(C)(C)OC(=O)N1Cc2ccccc2C[C@H]1C(=O)O	/	/	6.0%	9.2%[0.074 µM]	/	-1.0%	0.9%
Cc1nn(-c2ccccc2)c(C)c1C1C(C#N)=C(N)Oc2n[nH]c(C)c21 (stereo not given)	20.4%	9.2%	-2.7%	-15.2%[10 µM]	-3.8%	9.6%	-7.0%
FC(F)(F)COc1ccc(-c2nnc(SCc3c(Cl)cccc3Cl)o2)cn1	/	/	-5.0%[9.22 µM]	17.3%[10 µM]	/	-7.3%	/
CC(C)(C)c1ccc(C(=O)Cn2nc(C(=O)O)c3ccccc3c2=O)cc1	/	/	6.0%[9.22 µM]	10.7%[10 µM]	/	2.6%	/
O=C(COc1ccccc1[N+](=O)[O-])N/N=C/c1ccc[nH]1	/	/	27.9%[9.22 µM]	16.3%[10 µM]	/	9.9%	/
Cc1nc(SCC(=O)c2ccccc2)[nH]c(=O)c1Oc1ccc(Cl)cc1	/	/	-3.4%[9.22 µM]	-3.7%[10 µM]	/	8.4%	/
c1ccc(CCNc2nc3ccccc3n3nnnc23)cc1	?	3.55µM*	-8.8%	-22.3%	1.4%	2.1%	-8.6%
CCOC(=O)COc1c(OC)cc(Cl)cc1C1Nc2ccccc2C(=O)N1c1ccccc1 (stereo not given)	8.4%	30.1%[38.3 µM]	-0.6%	-10.4%	2.6%	9.8%	19.5%
CC(C)(C)n1nnnc1C(c1ccc(Cl)cc1)N1CCCc2ccccc21 (stereo not given)	-25.0%	-1.3%	-20.1%	-10.5%[10 µM]	7.3%	13.7%	-14.1%
O=C(N/N=C/c1c(Cl)cccc1Cl)c1ccc(F)cc1	-4.2%	-5.6%[38.3 µM]	6.2%	-11.2%	-0.3%	0.8%	8.0%
Cc1cccc(C(C)Nc2ccc([N+](=O)[O-])cn2)c1 (stereo not given)	-8.2%	27.6%[38.3 µM]	15.6%	-29.3%	1.8%	12.7%	-9.7%
CS(=O)(=O)N(Cc1ccc(C(=O)NCCSCc2ccco2)cc1)c1ccccc1	-14.1%	17.7%[38.3 µM]	11.4%	-4.3%[10 µM]	13.9%	-8.3%	11.1%
CCOC(=O)C(NC(=O)OC(C)C)(Nc1nccs1)C(F)(F)F (stereo not given)	22.3%	13.9%[38.3 µM]	-21.1%	-14.0%[0.074 µM]	0.2%	5.1%	12.7%
Cc1cccc(OCCCCNCc2ccccc2)c1	-0.8%	-1.4%	-8.1%	-48.9%[inhibitor]	-3.0%	-5.8%	-5.6%[46 µM]
COCCN1C(=O)N[C@@H](c2ccccc2)C(C(=O)OC)=C1C	6.4%&0.7%	-5.3%&3.6%	17.3%	7.4%	0.4%&1.7%	6.6%	9.4%
COc1cc2c(cc1NC(=O)c1ccncc1)oc1ccccc12	-7.5%	-1.1%[38.3 µM]	-10.0%	-21.0%	1.1%	-1.8%	-13.1%
Cc1ccc2c(c1)c1c(n2CC(O)Cn2ccnc2C)C(=O)CCC1 (stereo not given)	-11.8%	3.2%	-7.0%	-1.5%[10 µM]	0.3%	5.2%	1.1%
Cc1ccc(SCc2nc(-c3ccccn3)no2)cc1	?	-4.1%[38.3 µM]	-17.0%	13.4%	3.2%	0.8%	-16.5%
COC(=O)CSc1nc(-c2ccc(C)cc2)c2c(c1C#N)CCCC2	-0.7%	-8.7%[38.3 µM]	-15.6%	-1.0%	-4.3%	8.3%	12.0%
Cn1c(SCC(=O)n2c3c(c4ccccc42)CCCC3)nnc1-c1ccccc1	-10.1%	24.1%[38.3 µM]	5.4%	1.4%	-0.4%	-0.2%	12.3%
COc1ccc(C(=O)Nc2ccc3c(c2)OCCO3)cc1[N+](=O)[O-]	21.6%	-4.4%	11.3%	-37.8%[inhibitor]	1.8%	-2.9%	-10.4%[46 µM]
COc1cccc(C2CC(=O)N3CN(c4ccccc4F)CSC3=C2C#N)c1 (stereo not given)	-8.0%	-7.2%[38.3 µM]	11.1%	-20.0%	0.4%	-1.4%	2.2%
Cc1ccc(-n2ncc3c(SCc4cccnc4)ncnc32)c(C)c1	30.5%	8.5%	?	/	1.0%	9.7%	/
O=C(NC1CCCCC1)c1ccc(COCC(F)(F)F)o1	-13.5%	-2.9%[38.3 µM]	-5.5%	-0.3%	-0.6%	-9.4%	8.0%
O=C(O)c1ccccc1/C=N/NC(=S)NC1CCCCC1	/	/	-0.9%[9.22 µM]	15.2%[10 µM]	/	6.7%	/
CCN(CC)CC(=O)N1CCCC(C(=O)c2ccccc2OC)C1 (stereo not given)	/	12.3%	4.7%[9.22 µM]	1.8%[10 µM]	-2.5%	-5.3%	?
CC(Oc1ccccc1)c1nnc(N)s1 (stereo not given)	/	3.9%	1.7%[9.22 µM]	-16.7%[10 µM]	-3.6%	-3.4%	/
CCN(Cc1cc2ccccc2[nH]c1=O)C(=O)C(C)C	-11.7%	-8.3%[38.3 µM]	4.1%	7.7%	-1.4%	2.8%	-3.5%
COc1ccc(-c2c[n+]3c(n2-c2ccccc2)CCCCC3)cc1	-57.9%[inhibitor]	-2.8%	?	16.0%[10 µM]	3.2%	4.5%	-23.5%
COC(=O)c1ccc(Sc2ccccc2NS(=O)(=O)c2ccc(NC(C)=O)cc2)nc1	-16.7%	15.2%[38.3 µM]	-14.7%	8.5%[10 µM]	4.0%	8.9%	-9.8%
O=[N+]([O-])c1cnccc1Nc1ccc(F)cc1	-12.6%	2.1%	?	24.0%[10 µM]	-0.5%	1.8%	-5.3%
CCOC(=O)c1ccc(NC(=S)N2CCSC2c2ccc(Br)cc2)cc1 (stereo not given)	2.4%	15.9%	13.8%	-22.0%[10 µM]	0.4%	-10.5%	0.2%
CCOC(=O)c1ccc(S(=O)(=O)n2c(CN3CCCCC3)nc3ccccc32)cc1	-6.7%	-6.0%[38.3 µM]	15.7%	-16.7%	-1.7%	0.7%	6.7%
CN(C)CCOC(=O)NC12CC3CC(CC(C3)C1)C2	/	/	-25.2%[9.22 µM]	-7.6%[10 µM]	/	1.2%	/
CSCCC(NC(=O)c1ccc([N+](=O)[O-])cc1Cl)C(=O)OCC(=O)N(C)C (stereo not given)	8.2%	-1.5%	2.5%	-10.8%[1.9 µM]	-1.2%	5.2%	-1.4%

# Random draw from the library; about 4% have a hit in one of these screens.
